Vif-APOBEC3F blk – Vif-A3F binding inhibition | HeLa A3F-eYFP + Vif (tagged APOBEC3F with the HIV-1 protein that degrades it), YFP fluorescence increase | Potency, µM (highest dose often 46.1 µM), for the others: at the top dose activity, negative = active | 390,000 tested, 0.2% active | AID 602313; further: potency means the concentration at half of the fitted maximal effect; % of control where 0% means no effect; nearly all actives have a fitted effect of over 65% in size
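HeLa cells stably expressing Vif plus C-terminally eYFP-tagged A3F were seeded, incubated overnight at 37 deg C, dosed with compound, incubated overnight again at 37 deg C. Yellow fluorescence (Ex 488/Em 500-530) reported blocked Vif-mediated A3F-eYFP degradation.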
GRP78 ERSR act – inducers of ER stress response in human glioma cells; U87-MG GRP78 promoter luciferase reporter, 16 h; Potency, µM, inactives show at the top dose activation, usual class: activators; 420,000 tested, 0.02% active; AID 602332; further: potency means the concentration at half of the fitted maximal effect; series mostly up to about 76 µM; % of control where 0% means no effect; nearly all actives have a fitted effect of over 35% in size
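Stably transfected U87-MG human glioma cells carrying a GRP78-based luminescent sensor were seeded at 1000 cells/well, pin-dosed with compounds and incubated 16 h. Luciferase reagent was then added, and end-point luminescence was read after 10 min at room temperature.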
TrxR1 inh – inhibitors of rat thioredoxin reductase 1; O89049; recombinant rTrxR1, NADPH fluorescence consumption, selenite substrate; Potency, µM (titrated, usually from 114 µM), without a hit: top-dose activity change, negative = inhibition, hits mostly inhibitors; 390,000 tested, 1% active; AID 588453; further: potency means the concentration at half of the fitted maximal effect; on the % scale 0 is the no-effect control and ±100 the full control effect; nearly all actives have a fitted effect of over 65% in size
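Rat TrxR1 (90 nM in the dispensed reagent) was pre-reduced with 400 uM NADPH for 5 min at room temperature, then incubated with compound for 15 min. After 400 uM selenite was added, NADPH fluorescence (Ex 340/Em 450 nm) was followed for 8 min.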
Vif-APOBEC3G blk – inhibitors of Vif-APOBEC3G interaction. 410,000 tested, 0.076% active. AID 602310. HeLa A3G-eYFP + Vif (tagged APOBEC3G with the HIV-1 protein that degrades it), YFP fluorescence, overnight. Q9HC16. Potency, µM (highest dose often 46.1 µM), for inactives: at the top dose activity, negative = active, most hits filed as inhibitors;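 further: potency means the concentration at half of the fitted maximal effect; on the % scale 0 is the no-effect control and ±100 the full control effect; nearly all actives have a fitted effect of over 60% in size; hits raise eYFP signal because A3G escapes Vif-driven loss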
Target sequence (Q9HC16 whole entry, looked up): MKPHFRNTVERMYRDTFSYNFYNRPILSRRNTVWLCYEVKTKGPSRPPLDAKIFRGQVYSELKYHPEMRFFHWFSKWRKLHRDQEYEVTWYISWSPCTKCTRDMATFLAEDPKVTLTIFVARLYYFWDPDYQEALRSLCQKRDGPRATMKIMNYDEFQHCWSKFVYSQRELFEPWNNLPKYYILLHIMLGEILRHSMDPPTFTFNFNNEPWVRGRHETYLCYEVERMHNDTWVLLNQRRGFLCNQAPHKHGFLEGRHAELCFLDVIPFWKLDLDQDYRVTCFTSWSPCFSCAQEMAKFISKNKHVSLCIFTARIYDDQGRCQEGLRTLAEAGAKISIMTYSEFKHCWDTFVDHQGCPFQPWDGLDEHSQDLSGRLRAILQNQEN
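HeLa cells stably expressing Vif and C-terminally eYFP-tagged A3G, seeded overnight at 37 deg C, then exposed to compound by pintool overnight at 37 deg C. Rise in yellow fluorescence (Ex 488/Em 500-530, Acumen) marks blocked Vif-driven A3G degradation.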
mIDH1 inhibitor – human IDH1 R132H inhibition | O75874 | IDH1-R132H enzyme, NADPH consumption, diaphorase/resazurin fluorescence | Potency, µM (series often up to 76.6 µM), without a hit: at the highest dose activity change, negative = inhibition, most hits filed as inhibitors | 390,000 tested, 0.093% active | AID 602179; further: potency means the concentration at half of the fitted maximal effect; on the % scale 0 is the no-effect control and ±100 the full control effect; nearly all actives have a fitted effect of over 65% in size
Target sequence (O75874 whole entry R132H, stated change not applied): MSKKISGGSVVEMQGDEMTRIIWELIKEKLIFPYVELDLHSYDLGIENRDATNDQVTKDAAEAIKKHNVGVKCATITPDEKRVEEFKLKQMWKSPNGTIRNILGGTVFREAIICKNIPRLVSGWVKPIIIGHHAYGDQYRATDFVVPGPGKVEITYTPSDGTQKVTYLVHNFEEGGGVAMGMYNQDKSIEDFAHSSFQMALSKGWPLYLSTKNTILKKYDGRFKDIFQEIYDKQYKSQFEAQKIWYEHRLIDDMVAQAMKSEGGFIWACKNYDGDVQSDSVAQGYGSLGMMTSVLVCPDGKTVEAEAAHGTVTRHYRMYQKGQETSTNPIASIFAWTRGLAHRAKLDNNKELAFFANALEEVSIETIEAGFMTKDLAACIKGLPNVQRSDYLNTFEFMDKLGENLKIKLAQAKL
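IDH1-R132H (0.5 ug/mL dispensed) in pH 7.5 Tris buffer was preincubated 30 min with compound, then given a substrate mix of 0.016 mM NADPH and 2 mM alpha-KG for 80 min at room temperature; remaining NADPH was read by diaphorase/resazurin fluorescence.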
USP1 inh – blocks the human USP1/UAF1 deubiquitinase complex. O94782. 390,000 tested, 0.23% active. Potency, µM (titrated, usually from 57.1 µM), without a hit: at the highest dose activity change, negative = inhibition, hits mostly inhibitors. recombinant USP1/UAF1, Ub-Rhodamine cleavage fluorescence. AID 743255; further: potency means the concentration at half of the fitted maximal effect; on the % scale 0 is the no-effect control and ±100 the full control effect; nearly all actives have a fitted effect of over 60% in size; inactives centre near -12
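USP1/UAF1 complex at 1 nM was preincubated with compound for 15 min at room temperature, then Ub-Rho substrate (150nM final) was added. Fluorescence (480/540 nm) was read kinetically, 6 reads every 60 seconds.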
LDHA block – inhibitors of human lactate dehydrogenase A; purified LDHA, NADH/diaphorase-resazurin fluorescence; active compounds read low; activity change, % (values are at about 110 or 230 µM); 480,000 tested, 0.15% active; AID 1347041; in the data active means activity change below about -30%; inconclusive means mostly about -25% to -30%;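 further: plate controls were DMSO wells for no effect and wells without enzyme for full effect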
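Remaining NADH was detected by diaphorase (0.133 mg/mL) converting 37 µM resazurin to fluorescent resorufin, read at 0 and 20 minutes. The preceding 5-minute room-temperature reaction used 2 nM LDHA, 0.2 mM sodium pyruvate and 0.06 mM NADH at pH 7.4.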
TrxR1 substrate – substrates of rat thioredoxin reductase 1; O89049; purified TrxR1 substrate turnover, NADPH consumption readout; Potency, µM (highest dose often 114 µM), without a hit: at the top dose activity change, negative = substrate turnover; 390,000 tested, 0.01% active; further: potency means the concentration at half of the fitted maximal effect; on the % scale 0 is the no-effect control and ±100 the full control effect; nearly all actives have a fitted effect of over 50% in size
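Rat TrxR1, dispensed at 90 nM, was prereduced with 400 uM NADPH (final) for 5 min at ~22 deg C, then incubated with compound 15 min before 400 uM selenite. A first-read NADPH fluorescence drop versus no-compound background flagged substrates.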
RGS4 inh – blocks human RGS4-accelerated GTP hydrolysis. P49798. Transcreener GDP fluorescence polarization, RGS4-accelerated GTP hydrolysis. Potency, µM (doses to about 114 µM), inactives show at the highest dose activity change, negative = inhibition, actives largely listed as inhibitors. 390,000 tested, 0.039% active. AID 504845; further: potency means the concentration at half of the fitted maximal effect; on the % scale 0 is the no-effect control and ±100 the full control effect; nearly all actives have a fitted effect of over 75% in size; some results filed as inactive show a strong effect at the top dose
Target sequence (P49798 whole entry, looked up): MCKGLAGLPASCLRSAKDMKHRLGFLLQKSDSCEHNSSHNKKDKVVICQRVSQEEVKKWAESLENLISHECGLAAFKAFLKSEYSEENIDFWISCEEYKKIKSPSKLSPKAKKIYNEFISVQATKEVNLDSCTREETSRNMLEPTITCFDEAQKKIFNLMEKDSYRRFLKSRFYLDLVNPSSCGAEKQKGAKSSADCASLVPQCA
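MLSMR compounds (23 nl, pin-transferred) preincubated 10 min at room temperature with a 500nM (2x) first reagent, then RGS4 at 900nM (2x) plus Transcreener GDP mix added; fluorescence polarization (620/688 nm) read before and after 90 min at 30 °C.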
* marks the source's active call; other numbers are inactive results; ? = inconclusive; . = no result given; [ ] = another dose, or the depositor's remark. Unless noted, the call rests on the fitted dose curve; in most records, active means well fitted curve in the direction sought with a large enough effect; inconclusive means small, poorly fitted or top-dose-only effect, or another doubt; inactive means no such curve, though single readings can be large; an effect the other way counts as inactive or inconclusive.

#1 O=C(NCc1cc(C(F)(F)F)ccc1Cl)c1cccc2c1C(=O)c1ccc(N3CCC(Cc4ccccc4)CC3)cc1S2(=O)=O
#2 O=c1c(-c2cccc([N+](=O)[O-])c2)[n+]([O-])c2ccccc2n1O
#3 O=C(COC(=O)c1ccc(O)cc1)Nc1ccc2c(c1)OCCO2
#4 COc1ccc(-n2c(=O)c3ccccc3n(CC(=O)Nc3cc(C)on3)c2=O)cc1OC
#5 S=c1[nH]nc(COc2ccc(Cl)cc2)o1
assay / entry,1,2,3,4,5
Vif-APOBEC3F blk,?,-10%,-8%,-8%,-5%
GRP78 ERSR act,-4%,-1%,1%,-5%,-3%
TrxR1 inh,15%[57.1 µM],11%,-20%[57.1 µM],14%[57.1 µM],-9%[57.1 µM]
Vif-APOBEC3G blk,?,0%,-5%,-4%,1%
mIDH1 inhibitor,-12%,0%,0%,5%,0%
USP1 inh,314%[activator],-6%,4%,-17%,0%
LDHA block,-3,3,-2,-5,-3
TrxR1 substrate,0%[57.1 µM],-8%,-6%,8%[57.1 µM],1%[57.1 µM]
RGS4 inh,-6%,25%,13%,-44%,-30%

#6 CCOC(=O)c1c(NC(=O)Cn2nc(C(F)F)cc2C(F)F)sc(C)c1C
#7 CCn1c(C)nc2c1C(=O)c1ccccc1C2=O
#8 CC(C)c1cccc(C(C)C)c1NC(=O)COC(=O)[C@H](C)NC(N)=O
#9 Cc1cccc(/C=N/NC(=O)C2CCCNC2=O)c1 (stereo not given)
#10 O=C1[C@H]2C(c3ccccc3)=NN(c3ccccc3)[C@H]2C(=O)N1c1ccccc1
assay / entry,6,7,8,9,10
Vif-APOBEC3F blk,7%,0%,-13%,0%,7%
GRP78 ERSR act,-4%,1%,1%,-3%,-5%
TrxR1 inh,12%,1%,8%[57.1 µM],12%[57.1 µM],91%[activator]
Vif-APOBEC3G blk,-5%,7%,0%,0%,-4%
mIDH1 inhibitor,3%,1%,-2%,1%,10%
USP1 inh,-24%,-21%,4%,-13%,-13%
LDHA block,1,17,-13,-5,1
TrxR1 substrate,-3%,-4%,-4%[57.1 µM],-8%,94%[activator]
RGS4 inh,-15%,-13%,24%,4%,-20%

Next part (2 carried over from the part before).
#9 Cc1cccc(/C=N/NC(=O)C2CCCNC2=O)c1 (stereo not given)
#10 O=C1[C@H]2C(c3ccccc3)=NN(c3ccccc3)[C@H]2C(=O)N1c1ccccc1
#11 Cc1ccc(CNS(=O)(=O)c2ccc3c(c2)CCN3S(C)(=O)=O)cc1
#12 COc1ccc(S(=O)(=O)NC2CC3CCC2C3)cc1Br (stereo not given)
#13 O=C(c1cnc2ccc(Cl)cc2c1Cl)N1CCOCC1
#14 Cc1ccc(S(=O)(=O)N2CCCC2CNC(=O)c2ccc3c(c2)OCO3)cc1 (stereo not given)
#15 Cc1cc(=O)n2nc(N3CCCC3C(=O)Nc3ccccc3C)sc2n1 (stereo not given)
assay / entry,9,10,11,12,13,14,15
Vif-APOBEC3F blk,0%,7%,2%,0%,-2%,-12%,-6%
GRP78 ERSR act,-3%,-5%,-4%,-3%,-5%,-3%,-2%
TrxR1 inh,12%[57.1 µM],91%[activator],25%[57.1 µM],11%,20%,17%[57.1 µM],33%[57.1 µM]
Vif-APOBEC3G blk,0%,-4%,1%,-1%,-5%,-4%,-1%
mIDH1 inhibitor,1%,10%,18%,-4%,0%,11%,-10%
USP1 inh,-13%,-13%,-5%,-16%,-22%,-6%,-10%
LDHA block,-5,1,1,-11,1,-7,-10
TrxR1 substrate,-8%,94%[activator],3%[57.1 µM],-3%,2%,7%[57.1 µM],3%[57.1 µM]
RGS4 inh,4%,-20%,-15%,8%,-10%,-11%,13%

#16 Cc1ccc(/C=C/C(=O)Nn2cnnc2)cc1
#17 CCCC(=O)Nc1ccc2nc(SCc3ccc(C)cc3)sc2c1
#18 CC/C(=N\NC(=O)c1ccc2c(c1)OCO2)c1ccccc1
#19 O=C(COc1cccc(C(F)(F)F)c1)Nc1cccc(S(=O)(=O)NC2=NCCCCC2)c1
#20 COc1ccc(-n2c(-c3ccc(Cl)cc3)c[n+]3c2CCc2ccccc2-3)cc1
assay / entry,16,17,18,19,20
Vif-APOBEC3F blk,-16%,4%,7%,4%,-33%
GRP78 ERSR act,-1%,-1%,5%,-4%,-2%
TrxR1 inh,3%[57.1 µM],13%,11%,13%,2%[57.1 µM]
Vif-APOBEC3G blk,?,-2%,?,6%,7%
mIDH1 inhibitor,0%,7%,-8%,14%,-5%
USP1 inh,-17%,-26%,-10%,-12%,-22%
LDHA block,-8,-2,1,-1,-3
TrxR1 substrate,5%[57.1 µM],3%,0%,-3%,2%[57.1 µM]
RGS4 inh,2%,-11%,22%,-3%,-7%

#21 COc1ccc(NC(=O)CSC2=Nc3ccccc3C3=NC(CCC(=O)NCc4cccs4)C(=O)N23)cc1 (stereo not given)
#22 O=C(Nc1ccccc1)c1cc2n(n1)C(C(F)(F)F)CC(C1CC1)N2 (stereo not given)
#23 COc1ccc(C(CC(=O)NCc2ccco2)c2ccc(F)cc2)cc1 (stereo not given)
#24 COc1ccccc1S(=O)(=O)Nc1ccc2nc(C)sc2c1
#25 Cc1cccc(CCNC(=O)C2CCCN(S(=O)(=O)c3cnc[nH]3)C2)c1 (stereo not given)
assay / entry,21,22,23,24,25
Vif-APOBEC3F blk,3%,-8%,-1%,-5%,-2%
GRP78 ERSR act,-3%,9%,-3%,-1%,-2%
TrxR1 inh,2%[57.1 µM],-4%,-1%,0%,20%
Vif-APOBEC3G blk,-3%,0%,1%,2%,5%
mIDH1 inhibitor,-32%,-3%,7%,-12%,5%
USP1 inh,?,-9%,-17%,-13%,?
LDHA block,-5,-4,0,-4,1
TrxR1 substrate,-5%[57.1 µM],1%,-5%,1%,6%
RGS4 inh,-1%,-10%[11.4 µM],-28%,9%,-47%

#26 Cc1ccc(C(=O)N/N=C2/NC(=O)CC(C(=O)Nc3ccccc3)S2)cc1 (stereo not given)
#27 CCOC(=O)C1=NN(C(=O)c2ccccc2)C(O)(c2ccc(C)cc2)C1 (stereo not given)
#28 COc1cccc(NC(=O)CN(C)CC(=O)Nc2ccc(Br)cc2)c1
#29 COc1ccc(CCN2CC(C(=O)NCCc3ncccc3C)CCC2=O)cc1 (stereo not given)
#30 O=C(c1ccco1)N1CCN(C(c2ccccc2F)c2nnnn2Cc2cccs2)CC1 (stereo not given)
assay / entry,26,27,28,29,30
Vif-APOBEC3F blk,-11%,?,-19%,-8%,7%
GRP78 ERSR act,-3%,2%,0%,-3%,-6%
TrxR1 inh,10%[57.1 µM],7%[57.1 µM],1%[57.1 µM],.,?
Vif-APOBEC3G blk,2%,-3%,-4%,0%,2%
mIDH1 inhibitor,10%,6%,4%,-5%,10%
USP1 inh,2%,-11%,-16%,1%,-17%
LDHA block,2,-5,-1,-2,1
TrxR1 substrate,-9%,-3%[57.1 µM],4%[57.1 µM],.,0%
RGS4 inh,9%,-16%,-8%,.,-17%

#31 O=S(=O)(c1ccc(Br)cc1)n1c(Cc2ccccc2)nc2ccccc21
#32 O=C(C(=O)N1CCCCC1)c1c(-c2ccccc2)[nH]c2ccccc12
#33 CC(=O)N1NC(=Nc2ccccc2)SC1(C)C
#34 Cn1c(=O)c2c(nc(CN3CCN(C(c4ccccc4)c4ccccc4)CC3)n2CC(N)=O)n(C)c1=O
#35 CCC(C)NC(=O)Cn1ccc2cc(S(=O)(=O)N3CCCCC3)ccc21 (stereo not given)
assay / entry,31,32,33,34,35
Vif-APOBEC3F blk,9%,1%,0%,1%,0%
GRP78 ERSR act,2%,-2%,-3%,1%,-3%
TrxR1 inh,-5%[57.1 µM],-1%,-10%,-3%,11%[57.1 µM]
Vif-APOBEC3G blk,0%,1%,3%,1%,4%
mIDH1 inhibitor,5%,-2%,17%,2%,-3%
USP1 inh,-14%,-11%,-4%,-9%,3%
LDHA block,-1,-7,-8,11,-1
TrxR1 substrate,1%[57.1 µM],-8%,-5%,1%,-3%[57.1 µM]
RGS4 inh,-9%,16%[56.9 µM],2%,-18%,2%

#36 COc1cc(OC)cc(-c2nn[nH]n2)c1
#37 Cc1cc(C)c(NS(=O)(=O)c2c(C(=O)N3CCOCC3)c(C)n(C)c2C)c(C)c1
#38 Cc1ccc(CNC(=O)CSc2nc3ccccc3[nH]2)cc1
#39 CCC(C)NC(=O)CN1C(=O)C(CC)Sc2ccccc21 (stereo not given)
#40 O=C(C1CC1)N1CCc2cc(Br)cc(S(=O)(=O)N3CCN(c4ccccn4)CC3)c21
assay / entry,36,37,38,39,40
Vif-APOBEC3F blk,?,1%,2%,-13%,.
GRP78 ERSR act,-3%,-4%,3%,-1%,-3%
TrxR1 inh,15%[57.1 µM],24%,-18%,21%,-1%
Vif-APOBEC3G blk,0%,-2%,-1%,-8%,1%
mIDH1 inhibitor,-3%,-6%,7%,5%,-3%
USP1 inh,-21%,-21%,-22%,-23%,-13%
LDHA block,-5,-2,1,-9,-5
TrxR1 substrate,11%[57.1 µM],4%,-8%,6%,-6%
RGS4 inh,11%,5%,-22%,-2%,-16%

Bioassay records as filed in PubChem BioAssay.

Only part of the results is shown. The share of hits here may be higher or lower than overall.
